Source: PubChem (National Center for Advancing Translational Sciences (NCATS))
CBFb RUNX1 block – inhibitors of human CBF-beta and RUNX1 interaction. 230,000 tested, under 10 active. Q01196+Q13951. AlphaScreen CBFb-His/RUNX1-biotin binding, biochemical. Potency, µM (highest dose often 59.8 µM), without a hit: top-dose activity, negative = inhibition, hits mostly inhibitors; note: % of control where 0% means no effect
Target sequence (Q01196 whole entry, looked up): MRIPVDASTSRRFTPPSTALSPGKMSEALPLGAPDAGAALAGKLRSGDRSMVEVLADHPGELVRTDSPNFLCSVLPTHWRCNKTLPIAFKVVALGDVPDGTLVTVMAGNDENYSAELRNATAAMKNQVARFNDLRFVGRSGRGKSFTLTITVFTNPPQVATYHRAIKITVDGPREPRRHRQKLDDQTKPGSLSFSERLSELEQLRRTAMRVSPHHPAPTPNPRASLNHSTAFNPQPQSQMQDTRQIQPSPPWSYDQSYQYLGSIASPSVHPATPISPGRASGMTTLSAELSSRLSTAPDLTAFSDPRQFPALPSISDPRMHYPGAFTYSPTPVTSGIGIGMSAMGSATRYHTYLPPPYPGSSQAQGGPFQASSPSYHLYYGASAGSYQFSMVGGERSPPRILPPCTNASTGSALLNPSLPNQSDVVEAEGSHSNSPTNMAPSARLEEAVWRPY
Target sequence (Q13951 whole entry, looked up): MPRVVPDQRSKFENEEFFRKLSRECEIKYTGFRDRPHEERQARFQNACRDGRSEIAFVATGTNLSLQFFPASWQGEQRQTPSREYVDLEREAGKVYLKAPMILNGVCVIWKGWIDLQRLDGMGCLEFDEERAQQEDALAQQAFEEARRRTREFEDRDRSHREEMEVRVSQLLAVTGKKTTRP
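Bead-based AlphaScreen assay; binding partners His-tagged CBF-beta and biotinylated RUNX1 at 30 nM each. Compound exposure 15 min after a 20-min protein preincubation; bead step 90 min; all steps at room temperature.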
HTT ATP protect – Huntington cell model cytoprotection by ATP luminescence; PC12 HTT-Q103 induced, cytoprotection, ATP luminescence, 40 h; Potency, µM (top dose mostly 56.4 µM), for the others: cytoprotection (ATP increase), actives largely listed as activators; actives 0.14% (n = 230,000); AID 1471;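 note: potency is the fitted concentration of half-maximal effect; % of control where 0% means no effect; nearly all actives have a fitted effect of over 45% in size; toxic huntingtin expression switched on by the ecdysone agonist tebufenozide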
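PC12 cells stably carrying ecdysone-inducible Htt exon 1 (Q103)–GFP were induced with 100 nM tebufenozide (final) alongside library compounds in a dose series. Cytoprotection was scored as retained ATP by ATPlite luminescence.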
HttQ103 aggreg – inhibitors of mutant huntingtin aggregate formation in PC12 cells. PC12 HttQ103-GFP aggregates, Acumen cytometry, 40 h. Potency, µM (top dose mostly 46.1 µM), inactives show top-dose activity change, negative = inhibition, most hits filed as inhibitors. actives 1.1% (n = 220,000). AID 1688; note: potency is the fitted concentration of half-maximal effect; % is set by controls: 0 for no effect and ±100 for the full control effect; nearly all actives have a fitted effect of over 60% in size
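Compounds (qHTS titration) were added to PC12 cells expressing an ecdysone-driven HTT exon 1 Q103–GFP fusion after induction with 100 nM tebufenozide. Aggregate formation was measured as GFP objects in cell lysates.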
LMNA splice mod – changes lamin A minigene splicing in HeLa cells; Potency, µM (doses to about 46.1 µM), without a hit: at the highest dose ratio change, negative = inhibition, actives largely listed as inhibitors; HeLa LMNA splicing GFP/RFP minigene ratio, 48 h; actives 0.01% (n = 200,000); active = well fitted inhibition curve with a large enough effect in the signal ratio, with a control signal flat, not every such curve was filed as active; inconclusive = small, poorly fitted or top-dose-only effect, or effect the other way, or a change in a side signal; the % refers to the signal ratio; note: potency is the fitted concentration of half-maximal effect; % is set by controls: 0 for no effect and ±100 for the full control effect
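S3 HeLa stable clones carrying a lamin A-EGFP splicing minigene plus DsRed2 were seeded at 600 cells/well in Opti-MEM with 2% FBS, pin-dosed and incubated 48 h at 37°C. Acumen cytometry (488 nm) gave the GFP/RFP total-intensity ratio.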
KinaseGlo FLuc – Kinase-Glo luciferase inhibition (counter-screen). actives 0.28% (n = 200,000). Potency, µM (series often up to 38.3 µM), without a hit: top-dose activity change, negative = inhibition, usual class: inhibitors. Kinase-Glo luciferase, ATP luminescence, 8 min. Q27757; note: potency is the fitted concentration of half-maximal effect; % is set by controls: 0 for no effect and ±100 for the full control effect; nearly all actives have a fitted effect of over 60% in size
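Luminescence was the read-out, taken after 8-minute incubation at ambient temperature. Luciferase turned over luciferin with 10 uM ATP in imidazole pH 7.2 buffer containing KCl, MgCl2, Tween 20 and BSA.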
SMN2 splice up – increases expression of the SMN2 splice variant. Potency, µM (highest dose often 46.1 µM), for inactives: top-dose activity change, positive = activation, actives largely listed as activators. HEK293 SMN2-luciferase splicing reporter, luminescence, 30-36 h. actives 2.8% (n = 210,000); note: potency is the fitted concentration of half-maximal effect; % of control where 0% means no effect; nearly all actives have a fitted effect of over 55% in size
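HEK293 cells carry an SMN2 […]–luciferase reporter in which exon 7 inclusion puts luciferase in frame. Cells were plated 10-12 h before compound addition, then incubated 30-36 h at 37C. ONE-Glo luminescence was read; sodium butyrate at 4.5 mM final served as control.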
IMPase Li inh – membrane-permeable IMPase blocker, potentiated with lithium. CHO-M1 cells, IP1 TR-FRET (IP-One), carbachol + lithium. Potency, µM (titrated, usually from 59.4 µM), inactives show at the top dose activity, negative = IMPase inhibition, usual class: inhibitors. actives 0.35% (n = 210,000);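 note: IP1 builds up when IMPase is blocked and the TR-FRET signal falls; potency is the fitted concentration of half-maximal effect; plate controls were basal vehicle for no effect and high inhibitor control for full effect; nearly all actives have a fitted effect of over 50% in size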
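Lithium-sensitised IP1 accumulation assay; M1-expressing CHO cells treated 30 min at 37C with compound. Competitive antibody detection by time-resolved FRET followed a 10 min room-temperature lysis step.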
An asterisk follows results filed as active; ? = inconclusive; nt = not tested or not shown; & = joins results of further samples; [ ] = another dose, or the depositor's remark. Unless noted, calls come from the whole dose curve; as a rule, active = well fitted curve in the direction sought with a large enough effect; inconclusive = small, poorly fitted or top-dose-only effect, or another doubt; inactive = no such curve, though single readings can be large; an effect the other way counts as inactive or inconclusive. Random draw from the library (roughly 4% active in at least one column).

SMILES	CBFb RUNX1 block	HTT ATP protect	HttQ103 aggreg	LMNA splice mod	KinaseGlo FLuc	SMN2 splice up	IMPase Li inh
CCC(c1nnnn1CCC(C)C)N1CCC(C(N)=O)CC1 (stereo not given)	7%	-18%[10 µM]	6%	-3%	nt	nt	nt
CCC(=O)c1ccc(OCC(O)CN2CCN(C(c3ccccc3)c3ccccc3)CC2)cc1 (stereo not given)	-7%	-22%	-26%	?	-3%	21%	29%[38.3 µM]
Cc1ncoc1C(=O)N1CCCC(C(=O)c2cccc(OC(C)C)c2)C1 (stereo not given)	-5%	1%[10 µM]	3%[9.22 µM]	nt	-4%	nt	6%
CC1CC(C)(C)NC(=S)N1CCC(=O)N1CCc2ccccc2C1 (stereo not given)	-14%	-40%	18%	-10%[9.22 µM]	-4%	-2%	5%
COc1ccc2c(/C=N/NS(=O)(=O)c3ccc(C)cc3)c[nH]c2c1	1%	31%[10 µM]	1%[9.22 µM]	nt	nt	nt	nt
CCC1=Nc2cc(C(=O)NCC3CCCO3)ccc2Sc2ccc(Br)cc21 (stereo not given)	-19%	-108%[inhibitor]	-6%	nt	0%	-24%	10%
CCCCCCCCNC(C)C(O)c1ccc(SC(C)C)cc1 (stereo not given)	8%&6%	-98%[inhibitor]	-9%	?	3%&-13%	-19%&-59%	15%&29%
COc1cc(NS(=O)(=O)c2ccc3c(c2)n(C)c(=O)n3C)cc(OC)c1	-2%	15%	9%[9.22 µM]	24%	1%	-27%	14%[38.3 µM]
CN(C)CCCNCCCNC(=O)c1ccco1	6%	6%[10 µM]	7%	-2%	-1%	15%	23%[38.3 µM]
CCn1c2ccccc2c2cc(NC(=O)CSc3nnc(-c4cccc(F)c4)o3)ccc21	-2%	-5%	-15%	-28%	-4%	3%	33%[38.3 µM]
Cc1cc(C(F)F)nn1CC(=O)NC1C(=O)N2C(C(=O)O)=C(CSc3nnnn3C)CSC12 (stereo not given)	-8%	-3%	10%	nt	0%	-31%[inhibitor]	-3%
O=C(C1CCN(S(=O)(=O)c2ccc(Cl)cc2)CC1)N1CCOCC1	0%	-20%	21%	2%	-2%	-2%	31%[38.3 µM]
CCCC(=O)Nc1ncnc2c1ncn2[C@@H]1O[C@H]2COP(=O)(O)O[C@@H]2[C@@H]1OC(=O)CCC	6%[21.7 µM]	15%[40.3 µM]	nt	?	2%[17.1 µM]	-4%[20.6 µM]	-5%
COc1ccc(-c2csc(NC(=O)C3CCCO3)n2)cc1 (stereo not given)	6%	-21%[10 µM]	-2%	?	1%	3%	1%[38.3 µM]
CCc1ccc(OCCOCC(O)CNC2CCCC2)cc1 (stereo not given)	6%	-29%	-27%	nt	2%	nt	-1%
CN(C(=O)CSc1ccccc1C(=O)O)C1CCCCC1	3%	1%	17%[9.22 µM]	16%	2%	-13%	29%[38.3 µM]
Cc1ccc(C(=O)NC(C)c2ccccc2)cc1Br (stereo not given)	-8%	-19%[10 µM]	-6%	-5%	-3%	nt	7%
O=C(Nc1ccc(NC(=O)C2CC2)nc1)c1cccs1	8%	0%	14%	6%	-11%	11%	4%[38.3 µM]
O=C(Cn1ccc([N+](=O)[O-])n1)Nc1ccccn1	8%	6%	-12%	nt	nt	nt	nt
COc1cccc(-c2nc(-c3ccc(NC(=O)Cc4ccccc4OC)cc3)no2)c1	2%	-40%	0%	11%	2%	15%	23%[38.3 µM]
Cc1oc(-c2ccccc2F)nc1CS(=O)(=O)CC(=O)NCCCc1ccccc1	-5%	-9%	-2%	-14%	-1%	-16%	7%[38.3 µM]
O=C(NCCCCNC(=O)C(F)(F)F)C(F)(F)F	-2%	-45%[inhibitor]	20%	nt	4%	-42%[inhibitor]	-7%
COc1cc2oc3ccccc3c2cc1N(CC(=O)N1CCCCC1)S(=O)(=O)c1ccc(C)cc1	-3%	-25%	-20%	?	8%	8%	-2%[38.3 µM]
c1csc(CNc2nc(-c3ccc4c(c3)OCO4)nc3ccccc23)c1	nt	?	nt	?	nt	nt	11%
Cc1ccccc1N(CC(N)=O)S(C)(=O)=O	2%	-8%	-1%	6%	-3%	3%	-13%[38.3 µM]
Further compounds
SMILES	CBFb RUNX1 block	HTT ATP protect	HttQ103 aggreg	LMNA splice mod	KinaseGlo FLuc	SMN2 splice up	IMPase Li inh
CCOC(=O)c1ccc(NC(=O)CSc2nc3c(c(=O)n2-c2ccccc2OC)SCC3)cc1	11%	-16%	9%	-5%	0%	-16%	17%[38.3 µM]
CN(Cc1ccccc1)C(=O)c1cc2ccccc2o1	6%	-27%	6%	6%	-6%	11%	1%[38.3 µM]
COC(=O)CC[C@@H](C)[C@@H]1CC[C@@H]2[C@@H]3CC[C@H]4C[C@@H](O)CC[C@@]4(C)[C@@H]3CC[C@]21C	nt	-1%[10 µM]	nt	nt	-2%[7.66 µM]	4%[9.22 µM]	25%
COc1cc(/C=C/C(=O)c2ccccc2O)cc(OC)c1OC	15%	-41%	14%	?	-1%	24%	-10%
O=C(NNC1CC(=O)N(c2ccc(Br)cc2)C1=O)c1ccco1 (stereo not given)	8%	-33%[inhibitor]	26%	-23%[46 µM]	3%	11%	-8%
CN1/C(=C\C(=O)c2cccnc2)C(C)(C)c2ccccc21	10%	-5%[10 µM]	-8%	?	-1%	11%	-5%
O=[N+]([O-])c1ccc(Sc2ccccc2Cl)nc1	?	20%	7%	?	-4%	14%	20%[38.3 µM]
Cc1nn(C(=O)c2ccoc2C)c(N)c1-c1ccccc1	3%	-7%	-8%	-3%	-2%	13µM*	24%[38.3 µM]
CCOC(=O)c1c2ccc(OCC(=O)N/N=C/c3ccccc3C(F)(F)F)cc2n2ccccc12	7%	-6%	-5%	-2%	-1%	-19%	-16%[38.3 µM]
COc1ccc(-n2cc(CNCCCN3CCCC3=O)c(-c3ccccc3Cl)n2)cc1	16%	-4%[10 µM]	-4%[9.22 µM]	nt	nt	nt	5%
NC(=O)C(Cc1ccccc1)N1C(=O)c2ccccc2C1=O (stereo not given)	7%	10%[10 µM]	11%	-3%[46 µM]	-2%	-13%	2%
N/C(=N\OC(=O)COc1ccc([N+](=O)[O-])cc1)c1cccnc1	17%	nt	-5%	9%[46 µM]	-4%	13%	9%
O=C(COC(=O)Cc1ccsc1)NCc1ccc(Cl)cc1	-8%	9%[1.9 µM]	-3%	-11%	-2%	6%	-4%
CCOC(=O)c1[nH]nc(-c2c(O)cc(C)cc2O)c1-c1csc(C)n1	-2%	25%[10 µM]	9%[9.22 µM]	6%	2%	-8%	-12%[38.3 µM]
Cc1ccc(N2CCN(CCCCN3C(=O)C4CCCN4C3=O)CC2)cc1 (stereo not given)	0%	nt	13%	6%	-7%	-18%	6%
CCOc1cc(C(=O)N/N=C/C2CC=CCC2)cc(OCC)c1OCC (stereo not given)	-1%	-6%[10 µM]	2%	?	2%	3%	3%
O=C(O)CCC(=O)Nc1sc2c(c1C(=O)Nc1cccc3ccccc13)CCCCC2	0%	nt	12%	-6%	1%	-3%	4%
CC(Cl)C(=O)c1c[nH]c2ccccc12 (stereo not given)	11%	10%[10 µM]	-14%	nt	0%	0%	4%
Cc1csc2ncc(C(=O)NCCc3ccccc3)c(=O)n12	12%	-1%[10 µM]	-5%	-8%	-3%	?	-1%[38.3 µM]
CC(=O)NC(C)C12CC3CC(CC(CC(=O)O)(C3)C1)C2 (stereo not given)	-5%	10%[10 µM]	-11%	-17%	-1%	4%	4%[38.3 µM]
Fc1ccc(NC(=S)NC2CC3CCC(C2)N3Cc2ccco2)cc1 (stereo not given)	4%	20%[10 µM]	-6%[9.22 µM]	-9%[46 µM]	0%	2%	5%
COc1ccc(C(=O)Nc2ccc(N3CCN(C(=O)c4ccccc4)CC3)cc2)cc1[N+](=O)[O-]	0%	-2%[10 µM]	-28%	nt	-1%	-20%	10%
CCCCC/C=C\C/C=C\C/C=C\CCCCCCC(=O)NC(C)C(=O)O (stereo not given)	5%	-16%	nt	nt	2%	11%	10%
COc1ccccc1-n1cn[nH]c1=S	6%	3%[10 µM]	10%[9.22 µM]	nt	nt	nt	nt
Cc1cc(/C(N)=N/OC(=O)c2ccc(Cl)cc2)no1	2%	2%[10 µM]	7%[9.22 µM]	nt	nt	nt	nt

Next part, overlapping the part above by 4 compounds.
SMILES	CBFb RUNX1 block	HTT ATP protect	HttQ103 aggreg	LMNA splice mod	KinaseGlo FLuc	SMN2 splice up	IMPase Li inh
COc1ccc(C(=O)Nc2ccc(N3CCN(C(=O)c4ccccc4)CC3)cc2)cc1[N+](=O)[O-]	0%	-2%[10 µM]	-28%	nt	-1%	-20%	10%
CCCCC/C=C\C/C=C\C/C=C\CCCCCCC(=O)NC(C)C(=O)O (stereo not given)	5%	-16%	nt	nt	2%	11%	10%
COc1ccccc1-n1cn[nH]c1=S	6%	3%[10 µM]	10%[9.22 µM]	nt	nt	nt	nt
Cc1cc(/C(N)=N/OC(=O)c2ccc(Cl)cc2)no1	2%	2%[10 µM]	7%[9.22 µM]	nt	nt	nt	nt
CCOc1ccccc1OCC(=O)Nc1nc2ccccc2[nH]1	-1%	0%[10 µM]	-13%	1%[46 µM]	3%	11%	14%
CC(C)OC(=O)CSc1nnc(-c2ccncc2)n1N	-4%	-9%	5%	9%	8%	-20%	-14%[38.3 µM]
C/C(=N\NC(=O)c1csc(C)c1C)c1ccc(Cl)s1	-19%	-10%	7%	8%	-2%	-3%	27%[38.3 µM]
COc1ccc(C(O)CNc2ccc(C)cc2)cc1 (stereo not given)	-8%	-8%	15%	0%	-3%	-4%	-34%[38.3 µM]
CCOCc1nnc(NC(=O)C2c3ccccc3Oc3ccccc32)s1	-2%	-11%	3%	-23%[46 µM]	4%	-4%	16%
O=C(O)CCC(=O)Nc1ccc(-c2nnc(-c3ccco3)o2)cc1	4%	9%	-3%	11%	-5%	1%	-10%[38.3 µM]
CC(C)CC(NC(N)=O)C(=O)NCCc1ccc(Cl)cc1 (stereo not given)	3%	?	-5%	2%[46 µM]	1%	11%	-10%
COc1cccc(-n2c(C)nnc2SCC(=O)Nc2ccccc2N2CCOCC2)c1	-1%	-13%	-4%	-5%	-1%	3%	5%[38.3 µM]
Oc1c(Br)cc(Br)cc1C=NCc1ccccc1	8%	-16%	-9%	-17%[46 µM]	1%	12%	-20%
